# Assay outcomes: PubChem BioAssay, National Center for Advancing Translational Sciences (NCATS)
# ELG1 repair inh – ELG1-dependent DNA repair inhibition; HEK293T ELG1-luciferase reporter, luminescence, 16 h; DNA damage induced by 5-fluorouridine; Potency, µM (series often up to 46.1 µM), for the others: at the top dose activity change, negative = inhibition, most hits filed as inhibitors; 2.3% of 330,000 active; AID 504467; also: potency is read from the fitted curve at half-maximal effect; % is scaled to controls: 0 for no effect and ±100 for the full control effect; nearly all actives have a fitted effect of over 55% in size
#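 Luminescence from the luciferase reporter, measured 30 min after ONE-Glo reagent at room temperature, was the read-out. Beforehand, 2,000 cells per well were exposed for 16 hr at 37 °C to 5-fluorouridine together with compound or vehicle.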
# Menin-MLL TR inh – inhibitors of human menin-MLL interaction, mutant MLL peptide; Potency, µM (top dose mostly 61.6 µM), without a hit: at the top dose FP activity change, negative = inhibition, usual class: inhibitors; 0.23% of 270,000 active; O00255; Menin + Texas Red MLL mutant peptide, fluorescence polarization; active = well fitted inhibition curve with a large enough effect in the polarisation, with a control signal flat, not every such curve was filed as active; inconclusive = small, poorly fitted or top-dose-only effect, or effect the other way, or a change in a side signal; inactive = no such curve, though single readings can be large or run the other way; the % refers to the polarisation; also: potency is read from the fitted curve at half-maximal effect; % of control where 0% means no effect; many of its hits are not listed in these tables
# Target sequence (O00255 whole entry, looked up): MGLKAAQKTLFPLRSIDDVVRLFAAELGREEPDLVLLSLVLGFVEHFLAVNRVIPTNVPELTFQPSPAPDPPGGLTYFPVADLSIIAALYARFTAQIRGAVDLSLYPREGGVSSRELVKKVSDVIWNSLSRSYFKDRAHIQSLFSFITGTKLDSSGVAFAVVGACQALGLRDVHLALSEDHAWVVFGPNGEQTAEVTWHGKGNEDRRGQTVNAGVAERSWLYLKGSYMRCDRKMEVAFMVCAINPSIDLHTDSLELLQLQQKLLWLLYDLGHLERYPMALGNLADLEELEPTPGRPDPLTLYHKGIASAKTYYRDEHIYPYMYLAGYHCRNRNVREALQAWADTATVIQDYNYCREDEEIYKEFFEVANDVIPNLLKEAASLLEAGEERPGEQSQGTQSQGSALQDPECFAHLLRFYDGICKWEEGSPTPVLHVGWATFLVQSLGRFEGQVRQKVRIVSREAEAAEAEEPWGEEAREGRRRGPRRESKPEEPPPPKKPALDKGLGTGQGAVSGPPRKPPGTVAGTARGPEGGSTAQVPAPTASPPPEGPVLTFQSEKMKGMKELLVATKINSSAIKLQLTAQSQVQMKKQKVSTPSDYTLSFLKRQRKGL
# MBNL1-CUG inh – inhibitors of human MBNL1 binding to CUG repeat RNA | Q9NR56 | TR-FRET MBNL1-His/biotin-(CUG)12 binding, 665/545 ratio | Potency, µM (doses to about 57.5 µM), without a hit: at the top dose activity change, negative = inhibition, usual class: inhibitors | 0.036% of 280,000 active | AID 2675; active = well fitted inhibition curve with a large enough effect in the signal ratio, with a control signal flat, not every such curve was filed as active; inconclusive = small, poorly fitted or top-dose-only effect, or effect the other way, or a change in a side signal; inactive = no such curve, though single readings can be large or run the other way; the % refers to the signal ratio; also: potency is read from the fitted curve at half-maximal effect; % is scaled to controls: 0 for no effect and ±100 for the full control effect
# Target sequence (Q9NR56 whole entry, looked up): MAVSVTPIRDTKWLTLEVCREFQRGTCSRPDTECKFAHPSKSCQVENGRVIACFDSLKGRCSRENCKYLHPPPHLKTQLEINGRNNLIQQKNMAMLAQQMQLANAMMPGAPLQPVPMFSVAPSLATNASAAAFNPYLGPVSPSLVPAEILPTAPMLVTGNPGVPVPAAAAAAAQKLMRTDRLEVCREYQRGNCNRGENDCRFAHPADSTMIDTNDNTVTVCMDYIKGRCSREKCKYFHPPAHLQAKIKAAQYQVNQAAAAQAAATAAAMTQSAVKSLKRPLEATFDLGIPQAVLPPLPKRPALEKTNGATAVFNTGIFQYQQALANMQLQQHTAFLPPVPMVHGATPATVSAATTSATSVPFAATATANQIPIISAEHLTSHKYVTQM
#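 MBNL1-His + Biotin-(CUG)12, cpd titration 92 nM–58 uM; Tb anti-His Ab 0.055 ng/ul, SA-XL665 5 nM (final); 60 min RT; ratiometric 665/545 nm, Ex 340 nm; normalized to buffer and full-complex controls.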
# RORg inh – inhibitors of mouse ROR gamma transcriptional activity; Potency, µM (highest dose often 53.6 µM), for inactives: at the highest dose activity change, negative = inhibition, actives largely listed as inhibitors; 5.4% of 310,000 active; Drosophila S2 Gal4-RORgamma UAS-luciferase reporter, 20 h; also: potency is read from the fitted curve at half-maximal effect; % is scaled to controls: 0 for no effect and ±100 for the full control effect; nearly all actives have a fitted effect of over 60% in size
#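 Stable Schneider cell line, Gal4 DNA-binding domain fused to ROR gamma, UAS-luciferase. Cmpd 1 hr RT → CuSO4 700 uM final → 20 hr RT → luciferase reagent 10 min → luminescence.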
# PKM2 act – activators of human pyruvate kinase M2 | P14618 | purified PKM2, Kinase-Glo ATP luminescence, activation; response scale: 0% is enzyme alone, no compound | Potency, µM (highest dose often 57.5 µM), inactives show at the top dose activation, usual class: activators | 0.34% of 260,000 active | AID 1631; also: potency is read from the fitted curve at half-maximal effect; % is scaled to controls: 0 for no effect and ±100 for the full control effect; nearly all actives have a fitted effect of over 55% in size
#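 Purified hPK-M2 (>95% pure) converted ADP (0.1 mM final) to ATP with 0.5 mM PEP in 50 mM imidazole pH7.2, KCl, MgCl2, Tween 20, BSA; 1 h at room temperature. ATP detected by Kinase-Glo luminescence.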
# NPC1 prom act – NPC1 promoter activation | Huh7 NPC1 promoter luciferase reporter, 24 h | Potency, µM (titrated, usually from 9.22 µM), for the others: at the top dose activation, hits mostly activators | 2.4% of 320,000 active | AID 485313;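 also: potency is read from the fitted curve at half-maximal effect; % of control where 0% means no effect; nearly all actives have a fitted effect of over 60% in size; reporter is driven by a mutant NPC1 promoter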
#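 Luminescence from an NPC1 promoter-driven luciferase reporter in stably transfected Huh7 cells was measured after 24 h compound treatment at 37 °C, followed by 10 min ambient incubation with luciferase detection reagent.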
# Gal4-VP16 FLuc – counter-screen for ROR gamma inhibitors: Gal4-VP16 reporter; Drosophila S2 Gal4-VP16 UAS-luciferase, luminescence, 20 h; 3.5% of 310,000 active; AID 2546; Potency, µM (highest dose often 53.6 µM), inactives show at the highest dose activity, negative = inhibition, usual class: inhibitors;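 also: Gal4-VP16 expression switched on by copper sulfate through the metallothionein promoter; potency is read from the fitted curve at half-maximal effect; % is scaled to controls: 0 for no effect and ±100 for the full control effect; nearly all actives have a fitted effect of over 50% in size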
# FLuc counter – counter-screen for miR-21 project: firefly luciferase inhibitors or activators; P08659; Potency, µM (doses to about 57.5 µM), for inactives: top-dose activity change, negative = inhibition, actives largely listed as inhibitors; purified FLuc, Km substrates, luminescence inhibition; 6.9% of 360,000 active;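 also: potency is read from the fitted curve at half-maximal effect; plate controls were vehicle for no effect and reference inhibitor for full effect; nearly all actives have a fitted effect of over 55% in size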
#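 Purified P. pyralis luciferase, 10 nM final, with Km-level 10 uM D-luciferin and 10 uM ATP in 50 mM Tris acetate pH 7.5, 10 mM Mg acetate, 0.01% Tween-20, 0.05% BSA; 6-point qHTS titration about 60 µM downward; luminescence read.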
# Mito fusion act – blocks mitochondrial division or promotes mitochondrial fusion; 0.23% of 320,000 active; S. cerevisiae fusion-defective mutant growth rescue, CellTiterGlo 48 h; Potency, µM (highest dose often 46.1 µM), inactives show at the highest dose growth rescue (activation), most hits filed as activators;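 also: potency is read from the fitted curve at half-maximal effect; % of control where 0% means no effect; nearly all actives have a fitted effect of over 45% in size; temperature-sensitive fusion mutants such as fzo1-1 at 37 °C on non-fermentable ethanol glycerol medium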
#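 Compounds are tested for their ability to restore growth of mitochondrial fusion-defective yeast strains at non-permissive 37C in YPEG medium over 48 hours. Viability is quantified by luciferase luminescence.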
# KCNH2 3.1 block – KCNH2 3.1 (human) potassium channel inhibition; U2OS KCNH2 3.1, thallium flux FluxOr; hits give low values; activity change, % (tested at about 1.8 µM); 0.95% of 340,000 active;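 active = maximum activity change below -70%; inconclusive = maximum activity change from -70% to -50%; inactive = maximum activity change above -50%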;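 also: thallium influx rate constant from kinetic fluorescence after stimulation buffer; % is scaled to controls: 0 for no effect and ±100 for the full control effect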
#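 U2OS cells transduced with KCNH2 3.1 mutant virus (1.77 x 10^8 /mL, 4 h), plated overnight at 37 C, loaded 45 min with FluxOr dye plus Red40 quencher. Thallium flux rate constant from kinetic reads after stimulation buffer, normalised to controls.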
# Rab9 promoter act – Rab9 promoter activation; Huh7 Rab9 promoter-luciferase reporter, luminescence, 24 h; Potency, µM (doses to about 9.22 µM), for inactives: top-dose activation, negative = inhibition, hits mostly activators; 2.8% of 320,000 active; also: potency is read from the fitted curve at half-maximal effect; % of control where 0% means no effect; nearly all actives have a fitted effect of over 60% in size
#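 Huh7 cells stably carrying Rab9 promoter–luciferase reporter, plated 1500 cells/well, compound added after 2 h and incubated 24 h at 37 °C; luciferase luminescence then read after 10 min with detection reagent.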
# The depositor's hits bear a star; ? = inconclusive; · = no result given; & = joins results of further samples; [ ] = another dose, or the depositor's remark. Unless noted, calls follow the shape of the dose curve; as a rule, active = well fitted curve in the direction sought with a large enough effect; inconclusive = small, poorly fitted or top-dose-only effect, or another doubt; inactive = no such curve, though single readings can be large; an effect the other way counts as inactive or inconclusive.
SMILES,ELG1 repair inh,Menin-MLL TR inh,MBNL1-CUG inh,RORg inh,PKM2 act,NPC1 prom act,Gal4-VP16 FLuc,FLuc counter,Mito fusion act,KCNH2 3.1 block,Rab9 promoter act
CCOc1ccc(-n2c(O)c(N=Nc3ccc([N+](=O)[O-])cc3)c(=O)[nH]c2=O)cc1,12%,?,?,-22%,-4%,0%,-11%,-9%,0%,-4,1%
O=C(O)[C@H]1C[C@@H]1[C@H](NP(=O)(c1ccccc1)c1ccccc1)c1ccccc1,16%,-6%&6%,-11%,0%&-3%,-4%&-5%,0%,-9%&-3%,3%,-2%,·,0%
CN1C2CCC1/C(=C/c1ccccn1)C(=O)/C2=C\c1ccccn1,1.8µM*,-9%,9%,2.8µM*,24%,-31%[inhibitor],2.5µM*,-9%,-22%,9,-45%[inhibitor]
COC(=O)C1=C(c2cccc(OC)c2OC)C[C@@H]2CC[C@H]1N2C,?,·,·,·,·,-1%,·,1%,-5%,-5,-1%
CCOC(=O)[C@@]12C(=O)C(=O)N[C@]1(c1ccccc1)C1OCCCC12 (stereo not given in full),8%,-6%,-14%,0%,-8%,-5%,-19%,3%,-2%,25,-5%
COc1ccc(CCNCc2ccncc2)cc1OC,?,-10%,-5%,-16%,-12%,1%,-10%,3%,-7%,1,-5%
COc1ccccc1N=Cc1c(O)n(C)c(=O)n(C)c1=O,?,3%,8%,29%,-22%,5%,2%,7.6µM*,0%,-1,12%
CN1CCN(Cc2cc(C(C)(C)C)c(O)c(C(C)(C)C)c2)CC1,-14%,-1%,-9%,-15%,12%,-3%,9%,-1%,3%,-1,-3%
Cc1cc(C)n2nc(SC(C)C(=O)N3CCC4(CC3)OCCO4)nc2n1 (stereo not given),1%,19%,3%,-18%,-5%,-4%,-2%,5%,1%,-1,-8%
CCC1CCCCN1CCCNS(=O)(=O)c1ccc2c(c1)oc(=O)n2C (stereo not given),18%,·,-9%,0%,·,1%,5%,-7%,?,-15,-4%
CCCNC(=O)N1[C@H]2CC[C@@H]1C(C(=O)OC)=C(c1ccc3ccccc3c1)C2,4%,·,·,·,·,1%,·,0%,0%,1,-11%
CN1CCN(c2ccc(NC(=O)Oc3ccccc3)cc2)CC1,2%,7%,2%,-1%,-5%,-4%,8%,-15%,-1%,5,6%
Cc1nc2sc3c(c2c(=O)n1NC(=O)CCl)CCCC3,-4%,8%,-10%,?,-2%,-10%,1%,-22%,2%,3,-3%
CCOC(=O)CSc1ncnc2c1cnn2-c1ccc(C)cc1C,-18%,1%,-3%,7%,8%,-3%,-7%,?,-3%,-10,0%
Cc1c(Br)c(=O)oc2cc(OCC(=O)N3C[C@H]4C[C@@H](C3)c3cccc(=O)n3C4)ccc12,25%,-6%,?,-4%,-3%,-4%,0%,4%,1%,4,-1%
COc1ccc(OC)c(NP(=O)(Oc2ccccc2)Oc2ccccc2)c1,-24%,12%,-8%,-2%,·,-4%,6%,0%,15%,3,-6%
COc1ccccc1C(=O)Nc1ccc2c(c1)CC1(C(=O)N(C)C(=O)N(C)C1=O)C1CCCN21 (stereo not given),4%,·,5%,18%,·,9%,2%,0%,-2%,5,2%
CCOC(=O)Cn1cc(C(=O)c2ccccc2F)c2ccccc21,23%,9%,13%,41%,5%,3%,1%,-5%,6%,14,3%
Cc1cccc2c1=NC(=O)/C(=C/c1c(O)[nH]c(=O)[nH]c1=O)C=2,1%,8%,?,14%,-2%,-2%,-9%,0%,8%,-1,-1%
COC(=O)C(O)(c1cn(C)c2ccccc12)C(F)(F)F (stereo not given),11%,-1%,-9%,-3%,-1%,-1%,-2%,-3%,5%,-2,-3%
CCOC(=O)c1c(C)n(Cc2ccccc2)c2ccc(O)cc12,2%,-8%,0%,25%,?,-2%,-23%,?,7%,-7,0%
O=C(C1CCCCC1)N1CCC(c2nc3c(nnn3Cc3c(F)cccc3Cl)c(=O)[nH]2)CC1,?,-13%,-7%,?,-1%,0%,3%,-5%,0%,-5,-9%
OC1(c2cccnc2)CC2CCC(C1)N2Cc1nnnn1Cc1ccccc1 (stereo not given),0%,3%,-8%,36%,8%,-7%,-14%,4%,-1%,2,6%
CCOc1ccc(NC(=O)C2C3c4ccccc4C(c4ccccc43)C2C(=O)O)cc1 (stereo not given),-15%,?,0%,18%,3%,-6%,-5%,-3%,0%,-8,-1%
COC(=O)c1ccccc1OP(=O)(c1cccc([N+](=O)[O-])c1)c1cccc([N+](=O)[O-])c1,5%,·,?,24%,0%,0%,-3%,1%,4%,-1,-5%
Cn1c(O)c(/C=N/c2ccccn2)c(=O)n(C)c1=O,-2%,-10%,-23%,2%,-11%,-2%,-10%,-1%,-3%,?,-4%
Cc1c(C(=O)Nc2ccccc2)c2cc(O)ccc2n1Cc1ccccc1,-13%,?,7%,?,5%,8%,?,?,-1%,-3,6%
O=C(NC[P+](=O)O)OCc1ccccc1,7%,-4%,-3%,-10%,-2%,-2%,3%,0%,-1%,18,6%
CN(C)C(=O)Oc1ccc2c(c1)O/C(=C\c1cccc(Cl)c1)C2=O,?,?,-3%,9%,·,?,-4%,27µM*,4%,-27,?
O=C(Cn1cnc2ccccc2c1=O)NCC(=O)N1CCC2(CC1)OCCO2,1%,-11%,-8%,-23%,-7%,0%,7%,2%,1%,13,-2%
Cc1ccc(OP(=O)(NC(C)c2ccccc2)Oc2ccc(C)cc2)cc1 (stereo not given),?,?,5%,-13%,0%,-4%,-11%,-3%,2%,-31,15%
COC(=O)C1=C(c2cccc(OCc3ccccc3)c2)C[C@@H]2CC[C@H]1N2C(=O)NC1CCN(Cc2ccccc2)CC1,-7%,·,·,·,·,-1%,·,3%,3%,6,-4%
CCN(CC)c1ccc([N+](=O)[O-])c2cccnc12,?,-3%,·,-35%,0%,-5%,8%,-20%,7%,-4,0%
O=C(COc1ccc(Br)cc1)N1CCN(Cc2ccncc2)CC1,17%,8%,0%,-12%,-2%,0%,0%,5%,0%,-8,5%
C=CCn1c(O)c(C(C)=NCCCN(C)C)c(=O)[nH]c1=O,-9%,·,-5%,-6%,-1%,-3%,0%,-2%,-1%,9,1%
COC(=O)C1=C(c2c(C)noc2C)C[C@@H]2CC[C@H]1N2C(=O)NCc1ccc2c(c1)OCO2,23%,·,·,·,·,-2%,·,7%,1%,-6,-1%
CN(C)c1ccc(C2C3C=CC(C3)C2(C#N)C(=O)O)c(Br)c1 (stereo not given),10%,1%,-5%,4%,0%,-3%,4%,2%,7%,10,3%
O=C1CC2OCC=C3CN4CCC56c7cc([N+](=O)[O-])ccc7N1C5C2C3CC46 (stereo not given),1%,?,?,8%,4%,-2%,5%,0%,3%,3,-1%
CC(C)OP(=O)(OC(C)C)C(NCc1ccccc1)c1ccccc1 (stereo not given),14%,?,-8%,6%,5%,-1%,4%,-2%,-7%,-3,-2%
O=c1[nH]c(=S)[nH]c(O)c1N=Nc1ccc(SC(F)F)cc1,?,·,·,?,9%,3.2µM*,?,1.2µM*,-4%,5,3.2µM*
Cc1ccc2c(c1)c(=O)c1c3n2CCN(CC2CO2)C3CC1 (stereo not given),-3%,-1%,14%,28%,7%,-5%,28%,-1%,-2%,-5,-3%
Cc1ccc(-c2cc(NC(=O)c3ccccc3)on2)cc1,?,?,3%,-20%,·,?,7%,2.4µM*,-9%,2,2.2µM*
CCN(CC)c1ccc(N=Cc2c(O)n(-c3cc(OC)ccc3OC)c(=O)[nH]c2=O)cc1,?,-19%,?,18%,9%,-7%,-1%,?,3%,-14,2%
C=C(C)Cn1c(=O)n(CC2CS2)c2ccccc21 (stereo not given),-13%,-12%,-5%,?,2%,-9%,?,3%,9%,2,-8%
O=C(NC1CCCCCC1)c1ccc[nH]c1=S,23%,-12%,-22%,0.45µM*,11%,6%,0.79µM*,-16%,7%,-20,13%

# Some of the compounds tested (hit frequency here may not be typical).
